OX1R antag-1: OX1R (HCRTR1) antagonists, primary screen, fluorescence, CHO/OX1R cells, Fluo-8 calcium, orexin A; AID 434989, 2010; inhibition, % at 5 µM; actives 0.43% (n = 330,000); Fluo-8 calcium fluorescence;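 active = inhibition above its plate's threshold, mean inhibition of all tested compounds on the plate plus 3 SD, cut at about 37% in these data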;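 note: 0% = orexin A challenge wells and 100% = SB-334867-A antagonist wells; not every result past the cut was called active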
Target sequence (O43613 whole entry, looked up): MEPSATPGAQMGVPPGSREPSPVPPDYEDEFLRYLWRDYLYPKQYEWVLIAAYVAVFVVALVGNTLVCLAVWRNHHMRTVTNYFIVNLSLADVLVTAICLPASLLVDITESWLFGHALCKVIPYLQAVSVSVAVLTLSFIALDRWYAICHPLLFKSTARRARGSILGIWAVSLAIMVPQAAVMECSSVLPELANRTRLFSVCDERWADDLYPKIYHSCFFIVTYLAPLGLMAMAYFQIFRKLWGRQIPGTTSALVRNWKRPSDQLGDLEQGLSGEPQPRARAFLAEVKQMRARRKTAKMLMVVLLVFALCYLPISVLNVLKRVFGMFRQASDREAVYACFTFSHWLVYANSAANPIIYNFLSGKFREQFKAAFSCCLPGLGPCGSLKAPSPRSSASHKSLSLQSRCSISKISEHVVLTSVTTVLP
OX1R antag-2: antagonists of human orexin 1 receptor (OX1R) | Orexin/Hypocretin receptor type 1 (Homo sapiens), O43613 | OX1R-expressing cells, FRET antagonist read-out | inhibition, % at 6.6 µM | actives 1.8% (n = 330,000) | AID 485270, 2010; in the data active = inhibition mostly above about 38%, no sharp cut-off; inactive = mostly below about 40%;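 note: 0% = agonist challenge alone and 100% = reference antagonist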
An asterisk follows results filed as active.

Order of values – OX1R antag-1	OX1R antag-2
- CC(C)(C)NC(=O)CSc1nc2ccccc2n1-c1ccccc1
    -32	32
- CCC(c1nnnn1C(C)(C)CC)N(CCN1CCOCC1)Cc1cc2cc(C)ccc2[nH]c1=O (configuration not stated)
    -43	24
- CCOC(=O)Nc1cccnc1Sc1ccc(Cl)cc1
    1	27
- O=C(Nc1ccc(Cl)cc1)c1ccc(-n2cccn2)c([N+](=O)[O-])c1
    11	31
- CCOC(=O)N1CCN(C(=O)CS(=O)(=O)Cc2nc(-c3cccc(OC)c3)oc2C)CC1
    -23	10
- FC(F)(F)c1cccc(NC(=S)NCCc2ccccn2)c1
    0	10
- CC(O)CNC12CC3CC(CC(C3)C1)C2 (configuration not stated)
    -10	11
- O=C(NCc1ccncc1)/C(=C\c1ccc(F)cc1)NC(=O)c1ccccc1
    -15	12
- CC(=O)NC(Cc1cccc(C)c1)C(=O)NC1CCN(C(=O)c2ccc([N+](=O)[O-])cc2)CC1 (configuration not stated)
    -4	16
- Cc1ccc(OCCC(=O)OCC(=O)N2c3ccccc3NC(=O)C2(C)C)cc1
    -20	20
- COc1ccc(CCNC(=O)CSc2ccc3nnc(CCNC(=O)c4ccccc4)n3n2)cc1OC
    -22	9
- CCOC(=O)NC(=S)Nc1c(C)n(C)n(-c2ccccc2)c1=O
    -2	9
- CCOC(=O)c1ccc(N2C(=O)C(CC(N)=O)N(NC(=O)c3cccc(F)c3)C2=S)cc1 (configuration not stated)
    -15	-4
- CC1CN(C(=O)c2cc(S(=O)(=O)N3CCCCC3)ccc2Cl)CC(C)O1 (configuration not stated)
    -1	12
- COc1ccc(Nc2cc(C)c3c(O)cccc3n2)cc1
    -10	32
- C/C(=N\Nc1ccc([N+](=O)[O-])cc1)c1ccc(N2CCOCC2)cc1
    -8	4
- Cn1nc(C(C)(C)C)c(NC(=O)c2sccc2Cl)c1C(C)(C)C
    -27	14
- Cc1ccc(C(=O)Nc2cccnc2N2CCN(C)CC2)cc1
    -2	25
- CN(Cc1c(F)cccc1Cl)C(=O)c1cc2ccccc2o1
    -18	5
- CCCC(C)NC(=O)COC(=O)c1cc(Br)c(Br)s1 (configuration not stated)
    -6	13
- CC(=O)Nc1ccc(NC(=O)C2CCCN(S(=O)(=O)c3ccc(Cl)cc3)C2)cc1 (configuration not stated)
    -14	6
- COc1ccc(-c2c(C)[nH]n3c(=O)c(Cc4ccccc4)c(C)nc23)cc1OC
    -16	5
- O=C(O)/C(=C\c1cccc(F)c1)c1ccc(S(=O)(=O)N2CCCCC2)s1
    7	16
- N#Cc1c(NC(NC(=O)c2ccco2)C(=O)c2ccccc2)sc2c1CCCC2 (configuration not stated)
    -10	9
- COc1ccc(Cc2nc(C(=O)Nc3ccc(F)cc3)cs2)cc1
    -10	37
- CC(=O)N1CCN(Cc2nc3cc(NC(=O)NC4CCCCC4)ccc3n2C)CC1
    -5	9
- CCCN1C(=O)c2ccc(C(=O)Nc3ccc4c(c3)OCO4)cc2C1=O
    -16	22
- COC(=O)c1ccccc1NC(=O)Cn1nnc(-c2ccc3c(c2)OCO3)n1
    -11	10
- CC(=O)c1ccccc1Oc1nc(CN2CCOCC2)nc2scc(-c3cccs3)c12
    12	44*
- CCOC(=O)N1CCN(C(=O)CN(Cc2ccccc2)S(=O)(=O)c2ccc(OC)c(Cl)c2)CC1
    -37	11
- Cc1ccc(-c2nnc(SCC(=O)N(C)C)nc2-c2ccc(C)cc2)cc1
    -13	27
- CCN1C(=O)CC(N2CCC(C(=O)N3CCCCCC3)CC2)C1=O (configuration not stated)
    -5	7
- O=C(NCc1ccc(OC(F)(F)F)cc1)c1cc(-c2ccccc2)nn1CC1CC(c2cccnc2)=NO1 (configuration not stated)
    -15	17
- N=C1c2ccccc2CN1NC(=O)c1cccc(S(=O)(=O)N2CCCCC2)c1
    -2	27
- O=C(N/N=C/c1cccs1)c1cc(-c2ccc(Cl)s2)[nH]n1
    9	59*
- COc1ccc(C(=O)Nc2nc(C)c3cc4c(cc3n2)OCO4)cc1
    -8	13
- CCOC(=O)C(CC)Sc1nnc2cc(C)c3ccccc3n12 (configuration not stated)
    -17	23
- Cc1cc(C(=O)N/N=C/C=C/c2ccccc2)n[nH]1
    1	12
- Cc1ccccc1NC(=O)COC(=O)C1=COCCO1
    2	2
- Cc1ccc(S(=O)(=O)C(F)(F)F)cc1NC(=O)c1cccnc1
    -7	1
- COC(=O)C1=C(C)Nc2c(c(=O)n(C)c(=O)n2C)C1c1ccc(Cl)cc1 (configuration not stated)
    7	12
- O=c1c(C=Nc2ccc(Oc3ccccc3)cc2)c[nH]n1-c1cccc(Cl)n1
    -13	20
- CCOC(=O)c1c(/N=C/c2cc(C)ccc2O)sc2c1CCN(C)C2
    -5	15
- CNc1c(NS(=O)(=O)c2ccc(F)c(Cl)c2)c(=O)oc2ccccc12
    -11	10
- CCN(CC)S(=O)(=O)c1ccc2c(c1)N(CC(=O)NCCCN1CC(C)CC(C)C1)C(=O)CO2 (configuration not stated)
    -3	10
- COc1ccc2cc(C)c3nnc(SCC(=O)Nc4nc(-c5ccc(F)cc5)cs4)n3c2c1
    -14	10
- CC(C(=O)c1ccccc1)n1c(N2CCOCC2)nc2c1c(=O)n(C)c(=O)n2C (configuration not stated)
    -10	16
- COC(=O)c1c(C)c[nH]c1C
    -12	6
- O=[N+]([O-])c1ccc(N2CCCCC2)nc1N1CCCCC1
    -37	9
- CC(C)c1nnc(SCC(=O)NC(C)(C)C)n1C
    -6	6
- Cc1ccc(OCC(O)CNC(C)c2ccccc2)cc1C (configuration not stated)
    -9	10
- COc1ccc2oc(=O)c(C(=O)Nc3ccccc3C)cc2c1
    8	22
- CC(=O)Nc1ccc2nc(CN3CCN(Cc4ccc(F)cc4)C(CCO)C3)ccc2c1 (configuration not stated)
    -25	5
- Cc1ccc(-c2cc(C(=O)Nc3c(C)n(C)n(-c4ccccc4)c3=O)[nH]n2)c(O)c1
    -22	13
- Cc1ccccc1N(CC(=O)NC(C)(C)C)C(=O)CCC(=O)Nc1nccs1
    -19	10
- CCn1c(COc2c(C)cccc2C)nnc1SCC(=O)N1CCN(c2ccccc2)CC1
    -25	25
- COc1ccccc1NC(=O)CSc1nnc(-c2ccco2)n1N
    -19	6
- Cc1cc(/C=C(\C#N)C(=O)NCc2cccs2)c(C)n1-c1ccc([N+](=O)[O-])cc1
    -8	6
- CC(C)CC1NC(=O)c2ccccc2-n2c1nc1ccc(F)cc1c2=O (configuration not stated)
    -19	1
- COCCN(CCOC)S(=O)(=O)c1ccc(C(=O)NCCCN2CCOCC2)cc1
    42	13

Nothing new here: 18 of the compounds above.
Order of values – OX1R antag-1	OX1R antag-2
- CC(C)(C)NC(=O)CSc1nc2ccccc2n1-c1ccccc1
    -32	32
- CCC(c1nnnn1C(C)(C)CC)N(CCN1CCOCC1)Cc1cc2cc(C)ccc2[nH]c1=O (configuration not stated)
    -43	24
- CCOC(=O)Nc1cccnc1Sc1ccc(Cl)cc1
    1	27
- O=C(Nc1ccc(Cl)cc1)c1ccc(-n2cccn2)c([N+](=O)[O-])c1
    11	31
- CCOC(=O)N1CCN(C(=O)CS(=O)(=O)Cc2nc(-c3cccc(OC)c3)oc2C)CC1
    -23	10
- FC(F)(F)c1cccc(NC(=S)NCCc2ccccn2)c1
    0	10
- CC(O)CNC12CC3CC(CC(C3)C1)C2 (configuration not stated)
    -10	11
- O=C(NCc1ccncc1)/C(=C\c1ccc(F)cc1)NC(=O)c1ccccc1
    -15	12
- CC(=O)NC(Cc1cccc(C)c1)C(=O)NC1CCN(C(=O)c2ccc([N+](=O)[O-])cc2)CC1 (configuration not stated)
    -4	16
- Cc1ccc(OCCC(=O)OCC(=O)N2c3ccccc3NC(=O)C2(C)C)cc1
    -20	20
- COc1ccc(CCNC(=O)CSc2ccc3nnc(CCNC(=O)c4ccccc4)n3n2)cc1OC
    -22	9
- CCOC(=O)NC(=S)Nc1c(C)n(C)n(-c2ccccc2)c1=O
    -2	9
- CCOC(=O)c1ccc(N2C(=O)C(CC(N)=O)N(NC(=O)c3cccc(F)c3)C2=S)cc1 (configuration not stated)
    -15	-4
- CC1CN(C(=O)c2cc(S(=O)(=O)N3CCCCC3)ccc2Cl)CC(C)O1 (configuration not stated)
    -1	12
- COc1ccc(Nc2cc(C)c3c(O)cccc3n2)cc1
    -10	32
- C/C(=N\Nc1ccc([N+](=O)[O-])cc1)c1ccc(N2CCOCC2)cc1
    -8	4
- Cn1nc(C(C)(C)C)c(NC(=O)c2sccc2Cl)c1C(C)(C)C
    -27	14
- Cc1ccc(C(=O)Nc2cccnc2N2CCN(C)CC2)cc1
    -2	25

New compounds follow
Order of values – OX1R antag-1	OX1R antag-2
- CN1CCN(CCCNC(=O)Nc2cccc3ccccc23)CC1
    -2	24
- CCOC(=O)Cc1nnc(NC(=O)CSc2nc3ccccc3[nH]2)s1
    -23	27
- O=C(N1CCCC1)C12CC3CC(CC(Cl)(C3)C1)C2
    1	-3
- COc1cccc(NC(=O)Nc2nnc(N3C(C)CCCC3C)s2)c1 (configuration not stated)
    -20	10
- Cc1c(NC(=O)Nc2ccc(C(C)C)cc2)c(=O)n(-c2ccccc2)n1C
    -11	12
- Cc1ccc(C(=O)Nc2cccc(C(F)(F)F)c2)cc1NC(=O)c1ccno1
    -15	21
- COc1ccc(S(=O)(=O)n2ccc(-c3ccc4c(c3)CCC(C)(C)O4)n2)cc1
    -19	12
- Cc1ccc(C2Nc3cccc4cccc(c34)N2)s1
    7	18
- COc1cccc(/C=N/Nc2c(Cl)cncc2Cl)c1O
    -42	35
- N#Cc1ccc(CN2CCN(c3ccc(S(=O)(=O)N4CCCC4)cn3)CC2)cc1
    -6	2
- Nc1nc(NCCc2ccccc2)nc(NCCO)c1[N+](=O)[O-]
    -24	9
- CC(C)CC1CCCCC1OC(=O)C[N+]1(C)CCCCC1 (configuration not stated)
    1	16
- COc1ccc(-n2c(SCC(=O)Nc3nccs3)nc3c(c2=O)SC(C)C3)cc1 (configuration not stated)
    -22	13
- Cc1cccc(NC(=O)NNC(=O)CCc2ccccc2)c1
    -6	12
- CC(C)CNC(=O)c1ccccc1SCC(=O)NC12CC3CC(CC(C3)C1)C2
    -32	0
- COCCNC(=O)/C(C#N)=C/c1c(N2CCN(c3cccc(Cl)c3)CC2)nc2c(C)cccn2c1=O
    -21	20
- CC(NC(=O)COC(=O)Cc1ccc(-c2ccccc2)cc1)c1ccccc1 (configuration not stated)
    -18	3
- Cc1nc(SCC(=O)Nc2cc(C)on2)c2c(C)c(C)sc2n1
    -23	9
- Cc1c(Br)c([N+](=O)[O-])nn1CC(=O)N1CCc2ccccc21
    -16	10
- CCCc1c(O)nc(SCc2ccccc2)[nH]c1=O
    -11	15
- CC1(C)CC2CC(C)(CN2S(=O)(=O)c2ccc(C(=O)Nc3cc(S(=O)(=O)N4CCOCC4)ccc3Cl)cc2)C1 (configuration not stated)
    10	16
- CCn1c(=O)c(C(=O)CN2CCOCC2)c(N)n(Cc2ccccc2)c1=O
    -26	4
- CNNC(=S)NC1CC2CC1C1C=CCC21 (configuration not stated)
    -14	2
- COC(=O)CSc1nn(-c2ccc(F)cc2)c(=S)s1
    -13	21
- Cc1nnc(NC(=O)c2ccc(-c3ccc([N+](=O)[O-])cc3)o2)s1
    -4	15
- Cc1cccc(NC(=O)CSc2cc(C)c(C#N)c3nc4ccccc4n23)c1
    -17	16
- COc1cc(CN2CCN(CCCc3ccccc3)C(CCO)C2)cc(OC)c1O (configuration not stated)
    -13	12
- Cc1cccc(N(CC(=O)NCCSCc2ccccc2)S(C)(=O)=O)c1
    -15	35
- CN(c1cccc(NC(=O)COc2ccc(Cl)cc2Cl)c1)S(C)(=O)=O
    -17	23
- Cc1ccccc1C(=O)OCCN(C)Cc1ccccc1
    -26	8
- Cc1nc2ccc(-c3nc4ccc(N)cc4[nH]3)cc2[nH]1
    -14	12
- NNC(=O)C(Cc1ccccc1)NC(=O)OCc1ccccc1 (configuration not stated)
    -34	14
- CCS(=O)(=O)c1ccc2oc(SCC(=O)c3ccco3)nc2c1
    -6	31
- COc1cccc2cc(C(=O)OCC(=O)N3CC(C)OC(C)C3)c(=O)oc12 (configuration not stated)
    1	53*
- COC(=O)c1c(Sc2ccccc2)c2ccccc2n1C
    -28	-2
- Cc1cccc(OCC(=O)Nc2ccc(N3CCN(C(=O)c4ccco4)CC3)cc2)c1C
    18	27
- Cc1cccc2cc(CNCc3ccccc3)c(Cl)nc12
    -25	22
- CCCn1nc(NC(=O)c2ccccn2)c2cc3cc(C)ccc3nc21
    -41	12
- C=CCn1c(=N)c(C#N)cc2c(=O)n3ccccc3nc21
    -9	102*
- CC[C@@]1(C(=O)OC)N[C@H](CN(C)C(=O)COc2ccccc2)[C@@H]2C(=O)N(C)C(=O)[C@@H]21
    -8	1
- COc1cc2c(C(=O)N3CCN(c4ccccc4C)CC3)c(C)oc2cc1Br
    -6	-13
- CCOc1ccc(N=C(NC#N)SCC)cc1
    -9	19
- C=C(C)[C@@H]1CC=C(C(=O)O)CC1
    -9	10
- C/C(=N\NC(=O)c1ccccn1)c1ccc(Cl)cc1
    -1	27
- CC(C)(C)c1ccc(-n2ncc3c2CCCC3NC(=O)CCN2CCCC2=O)cc1 (configuration not stated)
    1	22
- CCOC(=O)C1CCCN(c2ncnc3c2cnn3-c2ccc(Cl)cc2)C1 (configuration not stated)
    -35	0
- CC1CCc2c(sc(NC(=O)Cn3cnc([N+](=O)[O-])n3)c2C(N)=O)C1 (configuration not stated)
    -21	27
- CC(C)C(=O)Nc1c(-c2ccccc2F)c(=O)c2ccccc2n1C
    -22	10
- O=C(Nc1ccccc1C(F)(F)F)N1CCCCCC1
    -9	-2
- COC(=O)c1cn(C(=O)c2cccc(C)c2)c2ccccc12
    4	-2

Screens from PubChem.
